BLM helicase inh – Bloom syndrome helicase (human) inhibition; P54132; recombinant BLM DNA unwinding, fluorescence dequenching; Potency, µM (series often up to 56.1 µM), without a hit: at the top dose activity change, negative = inhibition, hits mostly inhibitors; hit rate 0.2% among 350,000;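 also: potency is read from the fitted curve at half-maximal effect; plate controls were vehicle for no effect and no enzyme for full effect; nearly all actives have a fitted effect of over 35% in size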
Pol kappa inh – blocks human DNA polymerase kappa activity | Q9UBT6 | purified Pol kappa, fluorescent DNA synthesis assay, 10 min | Potency, µM (titrated, usually from 107 µM), inactives show top-dose activity, negative = inhibition, actives largely listed as inhibitors | hit rate 0.53% among 400,000; also: potency is read from the fitted curve at half-maximal effect; % is scaled to controls: 0 for no effect and ±100 for the full control effect
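Readout: fluorescence, taken kinetically at 0 and 10 min. Conditions: 10 nM Pol kappa, 15 min RT compound preincubation, 50 nM substrate final. Controls: enzyme-free buffer wells.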
Anesthetic bind – candidate novel general anesthetic via apoferritin binding; apoferritin/1-aminoanthracene competitive binding, fluorescence; Potency, µM (series often up to 77.5 µM), for inactives: at the top dose activity change, negative = displacement, actives largely listed as inhibitors; hit rate 0.074% among 350,000; P02791; also: potency is read from the fitted curve at half-maximal effect; % is scaled to controls: 0 for no effect and ±100 for the full control effect; nearly all actives have a fitted effect of over 20% in size
Target sequence (P02791 2-175 limits assumed): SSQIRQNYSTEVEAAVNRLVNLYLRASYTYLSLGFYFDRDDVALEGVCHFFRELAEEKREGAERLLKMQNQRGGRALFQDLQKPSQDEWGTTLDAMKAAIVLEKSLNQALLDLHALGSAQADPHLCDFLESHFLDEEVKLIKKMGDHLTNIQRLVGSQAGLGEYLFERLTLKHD
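Probe: 1-aminoanthracene (50% saturated, PBS). Protein: horse-spleen apoferritin, 10 uM. Incubation: 10 min, room temperature. Detection: 380 nm excitation, 535 nm emission. Analysis: normalized response, four-parameter Hill.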
Pol eta inh – inhibitors of human DNA polymerase eta; Q9Y253; recombinant Pol eta, fluorescent DNA replication assay; Potency, µM (top dose mostly 114 µM), for inactives: at the top dose activity change, negative = inhibition, most hits filed as inhibitors; hit rate 1.2% among 390,000; also: potency is read from the fitted curve at half-maximal effect; % is scaled to controls: 0 for no effect and ±100 for the full control effect
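Fluorescent replication assay: 50 nM final substrate added after a 15 min room-temperature compound preincubation with 10 nM enzyme. Signal taken at 0 min and again at 10 min.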
PGK inhibitor – T. brucei PGK inhibition; P07378; PGK/GAPDH coupled, Kinase-Glo luminescence, 60 min; Potency, µM (titrated, usually from 57.5 µM), for the others: at the highest dose activity change, negative = inhibition, hits mostly inhibitors; hit rate 0.043% among 380,000; AID 602233; also: potency is read from the fitted curve at half-maximal effect; % is scaled to controls: 0 for no effect and ±100 for the full control effect; nearly all actives have a fitted effect of over 60% in size
Target sequence (P07378 whole entry, looked up): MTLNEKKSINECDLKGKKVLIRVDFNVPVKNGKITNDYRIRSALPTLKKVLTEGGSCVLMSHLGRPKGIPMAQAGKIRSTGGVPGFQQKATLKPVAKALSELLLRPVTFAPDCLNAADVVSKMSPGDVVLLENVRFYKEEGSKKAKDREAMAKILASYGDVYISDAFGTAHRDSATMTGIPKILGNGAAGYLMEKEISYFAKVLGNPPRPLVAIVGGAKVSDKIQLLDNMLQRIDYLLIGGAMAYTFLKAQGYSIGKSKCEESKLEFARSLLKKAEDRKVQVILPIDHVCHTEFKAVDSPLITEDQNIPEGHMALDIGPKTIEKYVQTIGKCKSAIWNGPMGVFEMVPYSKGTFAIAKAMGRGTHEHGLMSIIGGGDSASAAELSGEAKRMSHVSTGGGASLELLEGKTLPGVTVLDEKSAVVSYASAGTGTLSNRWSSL
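Recombinant glycosomal PGK reaction used 1,3-bisphosphoglycerate generated in-well by GAPDH (100nM final) in 100mM TEA pH 7.6, 5mM MgCl2, 0.01% Tween-20. After 60 minutes at room temperature, ATP was read by Kinase-Glo Plus luminescence end-point.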
Pol beta inh – DNA polymerase beta (human) inhibition. AID 485314. Pol beta primer extension/strand displacement, fluorescence kinetic. hit rate 1.3% among 340,000. Potency, µM (titrated, usually from 114 µM), for the others: at the top dose activity change, negative = inhibition, most hits filed as inhibitors. P06746; also: potency is read from the fitted curve at half-maximal effect; % is scaled to controls: 0 for no effect and ±100 for the full control effect
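Kinetic readout of DNA synthesis with strand displacement by Pol beta. Compound and 10 nM enzyme sit 15 min at room temperature; 50 nM substrate starts the reaction, read immediately and at 10 min.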
APE1 inh – APE1 (human) endonuclease inhibition; Potency, µM (titrated, usually from 65.8 µM), inactives show at the highest dose activity change, negative = inhibition, most hits filed as inhibitors; recombinant APE1, TAMRA/BHQ-2 abasic DNA cleavage fluorescence; AID 2517; hit rate 0.35% among 350,000;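 also: potency is read from the fitted curve at half-maximal effect; plate controls were vehicle for no effect and reference inhibitor for full effect; nearly all actives have a fitted effect of over 55% in size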
Target sequence (P27695 whole entry, looked up): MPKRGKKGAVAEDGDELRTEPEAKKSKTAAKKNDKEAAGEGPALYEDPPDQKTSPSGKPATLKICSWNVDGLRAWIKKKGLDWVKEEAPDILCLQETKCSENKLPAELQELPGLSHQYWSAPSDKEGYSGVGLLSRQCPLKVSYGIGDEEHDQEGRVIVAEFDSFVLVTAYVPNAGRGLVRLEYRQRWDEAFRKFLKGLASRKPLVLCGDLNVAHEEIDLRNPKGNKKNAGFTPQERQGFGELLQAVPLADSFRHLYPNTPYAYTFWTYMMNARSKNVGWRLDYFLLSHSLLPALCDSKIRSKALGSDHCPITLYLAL
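APE1 at 0.75 nM preincubated 15 min at room temperature with compound. Reaction then started with 50 nM double-stranded THF-abasic substrate labelled with TAMRA/BHQ-2, and 525/598 nm fluorescence read kinetically. Activity taken as third-minus-first read difference, normalized to DMSO and NSC13755 controls.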
Pol iota inh – inhibitors of human DNA polymerase iota; Pol iota fluorescent replication assay, 10 min; Potency, µM (doses to about 115 µM), for inactives: at the highest dose activity, negative = inhibition, actives largely listed as inhibitors; hit rate 1% among 390,000; AID 588590; also: potency is read from the fitted curve at half-maximal effect
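Fluorescent replication assay read twice, at 0 min and 10 min after adding 50 nM (final) substrate. Enzyme (10 nM) and compounds were first incubated 15 min at room temperature; enzyme-free buffer wells were negative controls.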
RXFP1 antagonist – blocks the human relaxin receptor RXFP1; hit rate 0.59% among 350,000; activity change, negative = inhibition, % at 57.5 µM; Q9HBX9; HEK293-RXFP1, relaxin-stimulated cAMP HTRF, 30 min; hits give low values;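 active = activity change of -60% or lower, but not beyond a set lower limit; inconclusive = change between -60% and -40%, or beyond the set limit; inactive = change above -40%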; also: % is scaled to controls: 0 for no effect and ±100 for the full control effect
* = called active by the depositor; i = inactive; ? = inconclusive; . = not tested or not shown; & = joins results of further samples; [ ] = another dose, or the depositor's remark. Unless noted, calls follow the shape of the dose curve; as a rule, active = well fitted curve in the direction sought with a large enough effect; inconclusive = small, poorly fitted or top-dose-only effect, or another doubt; inactive = no such curve, though single readings can be large; an effect the other way counts as inactive or inconclusive. Some of the compounds tested. The share of hits here may be higher or lower than overall.

Compound,BLM helicase inh,Pol kappa inh,Anesthetic bind,Pol eta inh,PGK inhibitor,Pol beta inh,APE1 inh,Pol iota inh,RXFP1 antagonist
O=C(CC(c1ccccc1)c1ccccc1)NCc1cccnc1,0%,-3%,-5%,-8%,i,5%,5%,10%,2
COc1cccc(/C=N/NC(=O)c2[nH]nc3c2CCc2ccccc2-3)c1,-3%,?,5%,-17%,-2%,?,-2%,38%[activator],-23
CC(=O)Oc1ccc(C(=O)Nc2nnc(C)s2)cc1,2%,-8%,-7%,-17%,i,11%,2%,15%,-2
Cc1ccc(NC(=O)C2CCCN(S(=O)(=O)c3cccc4cccnc34)C2)c(Br)c1 (stereo not given),5%,-8%[60.1 µM],-10%,-11%,-7%,-2%,.,6%,-26
COC(=O)C1=C(\O)CCCC/C=C\1C(=O)O,.,-14%,.,-1%,-5%,.,.,-2%,2
COc1cc2c(oc(=O)c3cc(C)cc(OC)c32)c2c(C3OC(C)C(O)C(C)(O)C3O)ccc(O)c12 (stereo not given),.,40µM*,.,4µM*,i,.,.,14µM*,4
O=C(NCc1ccccc1)c1ccccc1CO,-10%,-17%,35%,-8%,1%,17%,-3%,16%,3
CCc1ccc2[nH]c(=O)c(CN(Cc3ccccc3)Cc3nnnn3Cc3ccco3)cc2c1,-29%,-11%,-11%,-23%,-4%,2%,?,?,-11
CCCCN(CC)Cc1ccc(CNC(=S)Nc2ccc(C)cc2Cl)o1,1%,-14%,-13%,-3%,5%,32%[activator],8%,22%,-11
Cc1oc(C(=O)O)cc1COc1ccc2c3c(c(=O)oc2c1C)CCC3,0%,-12%,1%,7%,-7%,?,?,5%,-10
Cc1ccc(NCCC(=O)c2cccs2)cc1,-1%,-8%,?,-5%,-3%,30%,16%,-14%,.
C/C(=N/NC(=O)NC12CC3CC(CC(C3)C1)C2)c1ccccc1,-3%,-13%,-8%,-12%,-4%,3%,23%,-2%,-7
O=C(CN1C(=O)CCSc2ccc(S(=O)(=O)N3CCCC3)cc21)Nc1ccccc1Cl,-8%&-6%,3%,-5%&3%,-9%&-1%,-5%,10%&-1%,35%,13%&-5%,6&-8
COc1cc(C(=O)N2CCN(CC(O)COc3ccccc3)CC2)cc(OC)c1OC (stereo not given),.,-2%,.,-19%,2%,.,.,119%[activator],-6
Oc1oc(-c2ccco2)nc1C=Nc1ccccc1,-4%,-16%,-4%,-5%,-7%,14%,-4%,?,3
CCc1ccc2[nH]c(=O)c(CN(CCN(CC)CC)C(=S)NCc3ccco3)cc2c1,-9%,-11%,?,-1%,1%,-1%,-1%,1%,-10
COCCN(CCOC)S(=O)(=O)c1ccc(C(=O)Nc2nnc(CSC)o2)cc1,-6%,-5%[60.1 µM],-2%,-5%,i,38%,11%,?,-5
CC1CCC(C(=O)NC(C(=O)OCC(=O)c2ccc(Br)cc2)C(C)C)CC1 (stereo not given),0%,-1%,-19%,-12%,-9%,-11%,.,14%,.
Cc1cc(NC(=O)Nc2ccc(OCc3ccccc3)cc2)n(C)n1,-2%,0%,-18%,-20%,i,1%,3%,203%[activator],-2
Cc1ccc(-c2nc(-c3cc4cccc(OCc5cccc(F)c5)c4oc3=O)no2)cc1,-15%,-26%,-14%,35µM*,-1%,35µM*,.,-8%,.
CS(=O)(=O)Nc1ccccc1C(=O)NCc1ccco1,-1%,-7%,-6%,1%,9%,-2%,1%,-1%,-3
CCCCn1c(N)c(N(CC)C(=O)c2cccc(OCc3ccccc3)c2)c(=O)[nH]c1=O,.,2%,.,-21%,-8%,.,32%,14%,6
CC(=O)C1=C(O)C(=O)N(c2ccc(O)cc2)C1c1ccccc1F (stereo not given),-3%,-15%,1%,-1%,i,6%,17%,3%,4
CCCOc1cccc(/C=N/NC(=O)c2csc(C)c2C)c1,-2%,-2%,-9%,-13%,-1%,-2%,-3%,19%,-14
COc1ccc(-n2cnc3cc(C(=O)NCCN4CCOCC4)ccc32)cc1,2%,-24%,-7%,-10%,-2%,-1%,-1%,125%[activator],4
CCN(CC)S(=O)(=O)c1cc(NC(=O)c2ccc3c(c2)NC(=O)C(C)S3)ccc1C (stereo not given),.,-1%,.,56µM*,-3%,.,-7%,-15%,-76*
OC1c2cc(Cl)ccc2-c2c(Cl)cc(Cl)cc21 (stereo not given),.,-7%,.,-20%,i,.,.,33%[activator],29
COC(=O)c1ccc(C(=O)OC)c(NC(=O)COC(=O)CC2CC3CCC2C3)c1 (stereo not given),-8%,-7%,-18%,3%,-8%,2%,-5%,33%,5
Cc1cccc(COc2ccccc2C(=O)NC2CCC(O)CC2)c1 (stereo not given),.,-15%,.,-7%,1%,.,-9%,50%[activator],-6
CCOc1ccc2cc(S(=O)(=O)n3ccnc3C)ccc2c1,-1%,-1%,5%,-1%,-3%,-12%,-2%,-12%,-15

Results in Pol eta inh and Pol kappa inh, for some of the entries so far:
| SMILES | Pol eta inh | Pol kappa inh |
| --- | --- | --- |
| Oc1oc(-c2ccco2)nc1C=Nc1ccccc1 | -5% | -16% |
| CCc1ccc2[nH]c(=O)c(CN(CCN(CC)CC)C(=S)NCc3ccco3)cc2c1 | -1% | -11% |

(further entries)
Compound,BLM helicase inh,Pol kappa inh,Anesthetic bind,Pol eta inh,PGK inhibitor,Pol beta inh,APE1 inh,Pol iota inh,RXFP1 antagonist
O=c1[nH]c(CN2CCN(S(=O)(=O)c3cccs3)CC2)nc2c(Br)cc(Br)cc12,3%,-2%,-6%,-19%,-8%,-1%,-2%,125%[activator],12
O=C(Nc1ccc(F)cc1)c1sccc1SCc1cccc(C(F)(F)F)c1,-9%,-11%,-16%,-20%,-8%,-21%,4%,1%,0
Cc1ccc(CNCCCSc2ncccn2)cc1,-8%,5%,-2%,-16%,-5%,31%,16%,28%,6
COc1ccc(S(=O)(=O)N2CCCC(C(=O)O)C2)cc1Cl (stereo not given),-7%,-2%,-2%,-8%,0%,0%,1%,4%,-4
CCOc1ccc(C(=O)NC(C(=O)NCc2cccnc2)C(C)C)cc1 (stereo not given),3%,-9%,-5%,-19%,-7%,19%,-4%,8%,-2
Cc1nc(NCC(c2ccccc2)N(C)C)c2c(C)c(C)sc2n1 (stereo not given),1%,0%,3%,-21%,i,12%,65%[activator],70%[activator],2
CC(C)(C)C(=O)Cn1ncc(N2CCOCC2)c(Br)c1=O,-5%,-3%,-4%,3%,-8%,16%,5%,36%[activator],7
CCCC(C)C(=O)NCc1ccncc1 (stereo not given),-9%,-5%,-7%,-10%,7%,-12%,3%,20%,4
Cc1cccc(/C=N/n2c(-c3ccncc3)n[nH]c2=S)c1,-2%,-20%,-3%,-9%,-3%,24%,18%,2%,9
CCOc1ccc(C(c2c(O)cc(C)n(CCOC)c2=O)N2CCC(C)CC2)cc1 (stereo not given),0%,-6%[60.1 µM],-4%,-14%,-6%,70%,.,4%,-12
CC(C)(C)NC(=O)NC(=O)COC(=O)COc1ccc2c(c1)CCC2,-4%,-11%,?,-15%,-5%,2%,-3%,21%,-4
COc1cc(CC(=O)OCC(=O)Nc2sccc2C(N)=O)cc(OC)c1OC,-7%,-4%,-3%,-15%,-1%,-16%,11%,23%,-12
CCn1cc(C(=O)N[C@H](C(=O)NCCCn2ccnc2)C(C)C)c(=O)c2cc3c(cc21)OCO3,1%,-4%,-4%,-5%,-2%,22%,2%,0%,18
Cn1c(CN2CCOCC2)nnc1SCC(=O)NCCc1ccccc1,-4%,2%,-2%,12%,i,-11%,-1%,3%,14
O=C(COc1ccccc1Cl)Nc1ccc(NC(=O)c2ccco2)cc1,-9%,-2%,-16%,-19%,-7%,?,22%,?,10
O=C(Cn1c(=O)cnc2ccccc21)Nc1cccc(S(=O)(=O)N2CCCCC2)c1,.,-4%,.,-5%,i,.,-30%,-1%,-1
COc1cccc(CN2C(=O)C(C)Oc3ccccc32)c1 (stereo not given),-6%,-7%,2%,-9%,-8%,24%,36%,-6%,-6
COc1ccc(OC)c(NC(=O)C2C3C=CC(C3)C2C(=O)NCc2ccccn2)c1 (stereo not given),2%,-1%,-19%,-15%,0%,-6%,?,26%,-2
COc1ccc(C(=O)Nc2ccc(-n3nncc3-c3ccc(OC)c(OC)c3)cc2)cc1,-6%,-21%[60.1 µM],1%,-5%,-7%,1%,.,?,-13
CC12CCC(C1)C(C)(C)C2NS(=O)(=O)c1ccc(F)cc1 (stereo not given),.,-12%,.,-16%,-1%,.,-18%,7%,-4
COc1ccc(-n2c(-c3ccc(Br)cc3)n[nH]c2=S)cc1,-1%,11%,-22%,-7%,-1%,-3%,18%,22%,-20
Cc1nn(-c2cc(N3CCCCC3)ccc2[N+](=O)[O-])c(=O)c2ccccc12,-2%,-9%,-12%,-20%,21%,0%,-1%,11%[58.9 µM],10
CCc1cccc(N(C(=O)c2csnn2)C(C(=O)NC(C)(C)C)c2ccncc2)c1 (stereo not given),7%,-8%,-11%,-2%,7%,4%,-2%,87%[activator],-22
CCOC(=O)CN1C(=O)N[C@@H](c2ccco2)C(C(=O)OC)=C1C,0%[12.4 µM],-2%,.,-12%,5%,.,-3%[12.4 µM],?,.
